High-throughput results: PubChem BioAssay, several laboratories
TRPC6 inhibitor – blocks the mouse TRPC6 cation channel | B-score at 10 µM | HEK293-TRPC6, membrane potential dye, ACh-evoked depolarization; stronger effect = lower value | Q61143 | 310,000 compounds, 1.1% hits;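 active means B-score under library mean minus 3 SD, initial fluorescence not abnormally high, positive integrated signal ratio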;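 further: B-score derived from integrated fluorescence ratio over the kinetic read; more negative B-score means stronger inhibition of depolarization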
MrgX1 PAM – allosterically activates human MrgX1 receptor signaling; AID 588675; 310,000 compounds, 0.63% hits; B-score at 10 µM; Q96LB2; MrgX1-HEK293, Fluo-4 calcium flux, FDSS; stronger effect = higher value;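 active means plate-corrected calcium response at least 3 library SD above typical, normal starting fluorescence, not activating the receptor alone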;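 further: compound read alongside a low EC10 to EC30 dose of BAM8-22 agonist; peak minus trough fluorescence over baseline measured at the second addition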
Target sequence (Q96LB2 whole entry, looked up): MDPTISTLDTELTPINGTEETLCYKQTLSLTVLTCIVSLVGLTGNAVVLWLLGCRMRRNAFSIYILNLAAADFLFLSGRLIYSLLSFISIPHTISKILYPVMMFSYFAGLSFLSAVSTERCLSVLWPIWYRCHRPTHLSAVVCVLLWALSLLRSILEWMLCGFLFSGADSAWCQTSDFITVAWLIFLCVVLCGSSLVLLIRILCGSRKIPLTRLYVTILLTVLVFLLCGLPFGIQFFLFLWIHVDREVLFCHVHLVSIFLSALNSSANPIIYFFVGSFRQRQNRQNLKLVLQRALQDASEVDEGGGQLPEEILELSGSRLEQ
MrgX1 ag – agonists of human MrgX1 receptor. MrgX1-HEK293 cells, Fluo-4 calcium fluorescence, agonist mode; stronger effect = higher value. B-score at 10 µM. 310,000 compounds, 0.44% hits. AID 588627. Q96LB2;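 active means calcium response B-score plate-corrected fluorescence ratio at least 3 library SD, with starting fluorescence B-score inside 5 SD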
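System – MrgX1-expressing HEK293 cells · Incubation – cells plated overnight, dye loaded 0.5 h 37 °C, 0.5 h room temperature · Technique – kinetic Fluo-4 NW fluorescence of intracellular calcium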
ANO1 activ – mouse TMEM16A channel activation, primary screen | HEK293 TMEM16A/YFP-H148Q/I152L, iodide quench fluorescence; stronger effect = lower value | 340,000 compounds, 0.3% hits | B-score at 10 µM;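 active means fluorescence-ratio B-score plate-corrected deviation score at least 3 library SD below zero, with starting fluorescence score within 5 deviations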;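 further: channel opened by trigger with iodide after compound preincubation; score built on the fluorescence ratio of max minus min over baseline; more negative score means more quench and so TMEM16A activation or potentiation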
SKKanGAS inh – inhibitors of SKKanGAS S. pyogenes growth in kanamycin (SK-promoter or general growth effect). BacTiter-Glo, 6 h. inhibition, % at 7.5 µM. 300,000 compounds, 1.3% hits. AID 1662;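 active means mean replicate score, as percent of positive control median, at least 50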;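 further: strain carries kanamycin resistance gene driven by streptokinase promoter and grows in 40 µg/ml kanamycin; loss of luminescence reflects streptokinase promoter inhibition or plain growth inhibition; 0% = median of DMSO wells and 100% = positive control at its reference dose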
TRPC4 PAM – allosteric potentiators of mouse TRPC4 channel. Q9QUQ5. AID 2227. HEK293 TRPC4beta/mu-opioid, DAMGO EC20, Fluo-4 Ca2+ flux; stronger effect = higher value. 310,000 compounds, 0.42% hits. B-score at 10 µM;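 active means B-score of calcium response area above 5 SD of library B-scores, with initial fluorescence ratio within 5 SD of library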;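 further: B-score of integrated fluorescence ratio over time as area under calcium response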
ANO1 block – blocks the mouse calcium-activated chloride channel TMEM16A; Q8BHY3; HEK293 TMEM16A/YFP iodide influx fluorescence, ionomycin; normalized B-score (activity score, 25-100; higher = stronger inhibition) at 10 µM; 310,000 compounds, 1.2% hits; AID 588511;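 active means ratio plate-corrected score three or more library SD toward inhibition, starting fluorescence score within five deviations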;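 further: score derived from kinetic fluorescence span divided by baseline fluorescence per well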
TRPC4 agonist – activators of mouse TRPC4 channel | HEK293 TRPC4beta/mu-opioid, Fluo4 calcium fluorescence; stronger effect = higher value | B-score at 10 µM | 310,000 compounds, 0.49% hits | AID 2237;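 active means B-score above 5 SD of library B-scores, and initial fluorescence ratio not above library mean plus 5 SD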;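 further: positive B-score marks a calcium rise read as TRPC4 activation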
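Material: TRPC4beta and mu-opioid receptor HEK293 stable cells | Incubation: 45 min room-temperature Fluo4 loading, 110 s read | Detection: Kinetic Fluo4 calcium fluorescence | Measure: Integrated baseline-normalised fluorescence ratio, converted to per-well B score | Benchmarks: Low control buffer alone, high control maximal DAMGO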
MrgX1 antag – blocks BAM8-22 activation of human MrgX1 receptor; Q96LB2; MRGX1-HEK293 calcium flux, Fluo-4, BAM8-22 antagonism; stronger effect = lower value; B-score at 10 µM; 310,000 compounds, 1.3% hits; AID 588676;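 active means calcium-response B-score plate-corrected more than 3 library SD below zero, starting fluorescence within 5 deviations, no agonist response on first addition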;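 further: peak minus trough fluorescence over baseline after final BAM8-22 challenge near maximal dose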
TRPC4 block – TRPC4 (mouse) channel inhibition. HEK293 TRPC4beta/mu-opioid, DAMGO-evoked Fluo4 calcium flux; stronger effect = lower value. B-score at 10 µM. 300,000 compounds, 0.39% hits;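 active means B-score over 3 SD under the library average, no early fluorescence shift, positive overall ratio signal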
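Material: HEK293 cells with stable TRPC4beta plus mu-opioid receptor expression / Probe or stimulus: DAMGO in two steps, submaximal then maximal / Compound: single concentration per test compound / Technique: kinetic Fluo4 fluorescence imaging of calcium influx / Read-out: per-well B score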
TRPC6 act – activators of mouse TRPC6 channel; HEK293-TRPC6 membrane potential dye fluorescence; stronger effect = higher value; B-score at 10 µM; 310,000 compounds, 0.13% hits; AID 2550;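 active means B-score of the integrated fluorescence ratio above library mean plus 3 SD, and starting fluorescence ratio within library mean plus 5 SD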;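 further: higher score means more depolarization so channel activation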
An asterisk follows results filed as active.

Results for CCC(C)N(C(=O)COc1ccc(Cl)c2cccnc12)C1CCS(=O)(=O)C1 (stereo unspecified) ?
TRPC6 inhibitor: inactive; MrgX1 PAM: inactive; MrgX1 ag: inactive; ANO1 activ: inactive; SKKanGAS inh: -4.6; TRPC4 PAM: inactive; ANO1 block: inactive; TRPC4 agonist: inactive; MrgX1 antag: inactive; TRPC4 block: inactive; TRPC6 act: inactive

How did O=C(c1cnsn1)N1CCC(CO)(Cc2ccc(Cl)cc2)CC1 do in these assays?
TRPC6 inhibitor: inactive; MrgX1 PAM: inactive; MrgX1 ag: inactive; ANO1 activ: inactive; SKKanGAS inh: 7.0; TRPC4 PAM: inactive; ANO1 block: inactive; TRPC4 agonist: inactive; MrgX1 antag: inactive; TRPC4 block: inactive; TRPC6 act: inactive

What do the screens show for `O=C(NC1CCCCC1)C(c1cccnc1)N(CCc1ccccc1)C(=O)Cc1cccs1` (stereo unspecified)?
TRPC6 inhibitor: inactive; MrgX1 PAM: inactive; MrgX1 ag: inactive; ANO1 activ: inactive; SKKanGAS inh: 1.8; TRPC4 PAM: inactive; ANO1 block: inactive; TRPC4 agonist: inactive; MrgX1 antag: inactive; TRPC4 block: inactive; TRPC6 act: inactive

How did O=C(Nc1nccs1)C1(S(=O)(=O)c2ccc(Cl)cc2)CC1 do in these assays?
TRPC6 inhibitor: inactive; MrgX1 PAM: inactive; MrgX1 ag: inactive; ANO1 activ: inactive; SKKanGAS inh: -3.7; TRPC4 PAM: inactive; ANO1 block: inactive; TRPC4 agonist: inactive; MrgX1 antag: inactive; TRPC4 block: inactive; TRPC6 act: inactive

How did CC(C)NC(=O)[C@@H]1C[C@@]1(C)[C@@H](NC(=O)OCc1ccccc1)c1ccccc1 do in these assays?
TRPC6 inhibitor: inactive; MrgX1 PAM: inactive; MrgX1 ag: inactive; ANO1 activ: inactive; SKKanGAS inh: -3.7; TRPC4 PAM: inactive; ANO1 block: inactive; TRPC4 agonist: inactive; MrgX1 antag: inactive; TRPC4 block: inactive; TRPC6 act: inactive

How did Cc1cccc(N2C(=O)CC(Sc3ccccc3C(=O)O)C2=O)c1 (stereo unspecified) do in these assays?
TRPC6 inhibitor: inactive; MrgX1 PAM: inactive; MrgX1 ag: inactive; ANO1 activ: inactive; SKKanGAS inh: -0.6; TRPC4 PAM: inactive; ANO1 block: inactive; TRPC4 agonist: inactive; MrgX1 antag: inactive; TRPC4 block: inactive; TRPC6 act: inactive

Results for COc1cccc(NC(=O)CNC(=O)c2ccccc2)c1 ?
TRPC6 inhibitor: inactive; MrgX1 PAM: inactive; MrgX1 ag: inactive; ANO1 activ: inactive; SKKanGAS inh: 20.7; TRPC4 PAM: inactive; ANO1 block: inactive; TRPC4 agonist: inactive; MrgX1 antag: inactive; TRPC4 block: inactive; TRPC6 act: inactive

Results for COc1ccc(CCNC(=O)CN2CCCc3ccccc32)cc1OC ?
TRPC6 inhibitor: inactive; MrgX1 PAM: inactive; MrgX1 ag: inactive; ANO1 activ: inactive; SKKanGAS inh: -1.4; TRPC4 PAM: inactive; ANO1 block: inactive; TRPC4 agonist: inactive; MrgX1 antag: inactive; TRPC4 block: inactive; TRPC6 act: inactive

How did CCCCN(C(=O)c1ccc2c(c1)OCCO2)c1c(N)n(CC(C)C)c(=O)[nH]c1=O do in these assays?
TRPC6 inhibitor: inactive; MrgX1 PAM: inactive; MrgX1 ag: inactive; ANO1 activ: inactive; SKKanGAS inh: 11.2; TRPC4 PAM: inactive; ANO1 block: inactive; TRPC4 agonist: inactive; MrgX1 antag: inactive; TRPC4 block: inactive; TRPC6 act: inactive

How did C[C@@]12C(=O)Nc3ccc(Cl)cc3C(=O)N1[C@H]1c3ccccc3OC[C@@H]1[C@@H]2c1ccccc1 do in these assays?
MrgX1 PAM: inactive; MrgX1 ag: inactive; ANO1 activ: inactive; ANO1 block: inactive; MrgX1 antag: inactive

What do the screens show for `C=CCNC(=S)N/N=C/c1ccc(C(F)(F)F)cc1`?
TRPC6 inhibitor: inactive; MrgX1 PAM: inactive; MrgX1 ag: inactive; ANO1 activ: inactive; SKKanGAS inh: 1.6; TRPC4 PAM: inactive; ANO1 block: inactive; TRPC4 agonist: inactive; MrgX1 antag: inactive; TRPC4 block: inactive; TRPC6 act: inactive

How did Cc1ccc(-n2c(SCC(N)=O)nc3c([nH]c4ccccc43)c2=O)cc1 do in these assays?
TRPC6 inhibitor: inactive; MrgX1 PAM: inactive; MrgX1 ag: inactive; ANO1 activ: inactive; SKKanGAS inh: 0.3; TRPC4 PAM: inactive; ANO1 block: inactive; TRPC4 agonist: inactive; MrgX1 antag: inactive; TRPC4 block: inactive; TRPC6 act: inactive

How did CC1(C)CC(NC(=O)c2ccc(Cl)cc2Cl)CC(C)(C)N1 do in these assays?
TRPC6 inhibitor: inactive; MrgX1 PAM: inactive; MrgX1 ag: inactive; ANO1 activ: inactive; SKKanGAS inh: -2.0; TRPC4 PAM: inactive; ANO1 block: inactive; TRPC4 agonist: inactive; MrgX1 antag: inactive; TRPC4 block: inactive; TRPC6 act: inactive

What do the screens show for `O=C1NC[C@H](Cc2ccccc2)N(CC2CCCCC2)C1=O`?
TRPC6 inhibitor: inactive; MrgX1 PAM: inactive; MrgX1 ag: inactive; ANO1 activ: inactive; SKKanGAS inh: 0.3; TRPC4 PAM: inactive; ANO1 block: inactive; TRPC4 agonist: inactive; MrgX1 antag: inactive; TRPC4 block: inactive; TRPC6 act: inactive

How did Cc1[nH]nc(-c2ccc(OCc3cnn(-c4ccccc4)c3)c(C)c2O)c1Oc1ccccc1 do in these assays?
TRPC6 inhibitor: inactive; MrgX1 PAM: inactive; MrgX1 ag: inactive; ANO1 activ: inactive; SKKanGAS inh: 16.4; TRPC4 PAM: inactive; ANO1 block: inactive; TRPC4 agonist: inactive; MrgX1 antag: inactive; TRPC4 block: inactive; TRPC6 act: inactive

How did CN(C)CCCN(C(=O)c1cccs1)c1nc(-c2ccccc2)cs1 do in these assays?
MrgX1 PAM: inactive; MrgX1 ag: inactive; ANO1 activ: inactive; ANO1 block: inactive; MrgX1 antag: inactive

How did Cc1cc(C(=O)NCC(=O)OCC(=O)Nc2ccc(OC(F)F)cc2)ccc1[N+](=O)[O-] do in these assays?
TRPC6 inhibitor: inactive; MrgX1 PAM: inactive; MrgX1 ag: inactive; ANO1 activ: inactive; SKKanGAS inh: 0.1; TRPC4 PAM: inactive; ANO1 block: 25*; TRPC4 agonist: inactive; MrgX1 antag: inactive; TRPC4 block: inactive; TRPC6 act: inactive

How did Cc1ccc(NC(=O)COn2nnc3ccc(S(=O)(=O)N(C)C)cc32)cc1F do in these assays?
TRPC6 inhibitor: inactive; MrgX1 PAM: inactive; MrgX1 ag: inactive; ANO1 activ: inactive; SKKanGAS inh: 1.2; TRPC4 PAM: inactive; ANO1 block: inactive; TRPC4 agonist: inactive; MrgX1 antag: inactive; TRPC4 block: inactive; TRPC6 act: inactive

What do the screens show for `Cc1c(/C(O)=C2\C(=O)C(=O)N(CCN(C)C)C2c2cccnc2)cnn1-c1ccccc1` (stereo unspecified)?
MrgX1 PAM: inactive; MrgX1 ag: inactive; ANO1 activ: inactive; ANO1 block: inactive; MrgX1 antag: inactive

What do the screens show for `COc1cccc(N=Nc2c(N)[nH]n3c(=O)cc(-c4ccccc4)nc23)c1`?
TRPC6 inhibitor: -5.26*; MrgX1 PAM: inactive; MrgX1 ag: inactive; ANO1 activ: inactive; SKKanGAS inh: 109.6*; TRPC4 PAM: inactive; ANO1 block: inactive; TRPC4 agonist: inactive; MrgX1 antag: inactive; TRPC4 block: inactive; TRPC6 act: inactive

What do the screens show for `COC(=O)c1ccn(-c2nc(-c3ccco3)cc(C(F)(F)F)n2)n1`?
TRPC6 inhibitor: inactive; MrgX1 PAM: inactive; MrgX1 ag: inactive; ANO1 activ: inactive; SKKanGAS inh: 2.9; TRPC4 PAM: inactive; ANO1 block: inactive; TRPC4 agonist: inactive; MrgX1 antag: inactive; TRPC4 block: inactive; TRPC6 act: inactive

How did COc1ccc(NS(=O)(=O)c2ccc3oc(SC(C)C(N)=O)nc3c2)cc1 (stereo unspecified) do in these assays?
TRPC6 inhibitor: inactive; MrgX1 PAM: inactive; MrgX1 ag: inactive; ANO1 activ: inactive; SKKanGAS inh: -5.5; TRPC4 PAM: inactive; ANO1 block: 25*; TRPC4 agonist: inactive; MrgX1 antag: inactive; TRPC4 block: inactive; TRPC6 act: inactive

Results for COc1ccc(-c2nc(SCC(=O)NC3CCCCC3)n[nH]2)cc1 ?
TRPC6 inhibitor: inactive; MrgX1 PAM: inactive; MrgX1 ag: inactive; ANO1 activ: inactive; SKKanGAS inh: -12.4; TRPC4 PAM: inactive; ANO1 block: inactive; TRPC4 agonist: inactive; MrgX1 antag: inactive; TRPC4 block: inactive; TRPC6 act: inactive

How did CC(C)(C)C(=O)Nc1nnc(SCC(=O)Nc2ccc3c(c2)OCO3)s1 do in these assays?
TRPC6 inhibitor: inactive; MrgX1 PAM: inactive; MrgX1 ag: inactive; ANO1 activ: inactive; SKKanGAS inh: -1.7; TRPC4 PAM: inactive; ANO1 block: inactive; TRPC4 agonist: inactive; MrgX1 antag: inactive; TRPC4 block: inactive; TRPC6 act: inactive

What do the screens show for `CCOC(=O)c1c(-c2ccc(OC)cc2)nc2nonc2c1N`?
TRPC6 inhibitor: inactive; MrgX1 PAM: inactive; MrgX1 ag: inactive; ANO1 activ: inactive; SKKanGAS inh: 5.2; TRPC4 PAM: inactive; ANO1 block: inactive; TRPC4 agonist: inactive; MrgX1 antag: inactive; TRPC4 block: inactive; TRPC6 act: inactive

How did CCCCC(=O)Nc1nc(C)c(C(C)=O)s1 do in these assays?
TRPC6 inhibitor: inactive; MrgX1 PAM: inactive; MrgX1 ag: inactive; ANO1 activ: inactive; SKKanGAS inh: -6.7; TRPC4 PAM: inactive; ANO1 block: inactive; TRPC4 agonist: inactive; MrgX1 antag: inactive; TRPC4 block: inactive; TRPC6 act: inactive

No enrichment for hits, and some 6.7% of all compounds hit somewhere here.
